Bioassay records (PubChem BioAssay)
Salmonella PhoP GFP: PhoP regulon inhibitors, Salmonella typhi PhoP promoter GFP reporter, confirmatory (AID 1850); Salmonella Typhi PhoP-promoter GFP reporter, fluorescence, 4 h; higher % means a stronger effect; actives 0.33% (n = 310,000); inhibition, % at 50 µM; hits with a dose series show IC50 in µM; in the data active means a potency from the dose series; inconclusive means inhibition mostly from about 25% at the one dose, without a potency; inactive means the rest, 99 in 100 with inhibition below about 19%;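 further: 0% = induced wells with vehicle and 100% = uninduced wells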
influenza NS1A: H1N1 influenza NS1A inhibitors, functional cell based assay (AID 504329); NS1A functional cell-based assay, percent inhibition; higher % means a stronger effect; inhibition, % at 12.5 µM; hits with a dose series show IC50 in µM; actives 0.3% (n = 340,000); in the data active means a potency from the dose series; inconclusive means inhibition above about 27% without an active follow-up result; further: strong numbers were not always called active
H37Rv inhibition: M. tuberculosis growth inhibition, HTS (AID 449762). M. tuberculosis H37Rv growth inhibition, 7H9 media; higher % means a stronger effect. one-dose inhibition, % at 25 µM; IC50 in µM for titrated hits. actives 0.59% (n = 330,000); in the data active means a potency from the dose series; inconclusive means inhibition above about 70% without an active follow-up result;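 further: bacterial growth assessed after seven days of incubation; strong numbers were not always called active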
VEEV TC-83 Vero: inhibitors of VEEV TC-83 cytopathic effect, confirmation, Vero cells (AID 588727) | Vero cells, VEEV TC-83 cytopathic effect inhibition; higher % means a stronger effect | inhibition, % at 20 µM, or IC50 in µM where a hit was titrated | actives 0.13% (n = 350,000); in the data active means a potency from the dose series; inconclusive means inhibition mostly from about 14% at the one dose, without a potency; inactive means the rest, 99 in 100 with inhibition below about 12%; further: strong numbers were not always called active
tuberculosis growth: growth inhibition of non-replicating M. tuberculosis (AID 488890); Mycobacterium tuberculosis non-replicating, growth inhibition; higher % means a stronger effect; inhibition, % at 25 µM, or IC50 in µM where a hit was titrated; actives 0.39% (n = 320,000); in the data active means a potency from the dose series; inconclusive means inhibition mostly from about 82% at the one dose, without a potency; inactive means the rest, 99 in 100 with inhibition below about 76%;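 further: plate controls were DMSO cells for no effect and high antibiotic wells for full effect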
VEEV TC-83 Vero 10K pilot screen: further read-out of VEEV TC-83 Vero, marked with its call; inhibition, %; measured here: 10K pilot screen inhibition
* marks the source's active call; other numbers are inactive results; i = inactive; ? = inconclusive; . = no result given.

Start of the data: the first 5 records (preview)
SMILES	Salmonella PhoP GFP	influenza NS1A	H37Rv inhibition	VEEV TC-83 Vero	tuberculosis growth	others
Cn1nc(C(C)(C)C)cc1C(=O)Sc1cccc(Br)c1	2%	-1%	-8%	2.5%	?
O=C(CCc1ccc(S(=O)(=O)NC2CCCCC2)cc1)NCc1ccc(Cl)cc1	13%	-8%	4%	1.7%	12%
CCOC(=O)C1=C(C)N(CC(C)C)C(=O)/C1=C\c1cccs1	8%	12%	11%	2.7%	8%
Cc1ccc(CN(Cc2ccccc2)C(=S)Nc2ccccc2C)o1	7%	-1%	2%	i	28%
COCC(C)n1c(C)cc(C(=O)CSc2cc(C)c3ccccc3n2)c1C (configuration not stated)	-5%	10%	-1%	5.2%	38%

All compounds of this part, from the start:
SMILES	Salmonella PhoP GFP	influenza NS1A	H37Rv inhibition	VEEV TC-83 Vero	tuberculosis growth	others
Cn1nc(C(C)(C)C)cc1C(=O)Sc1cccc(Br)c1	2%	-1%	-8%	2.5%	?
O=C(CCc1ccc(S(=O)(=O)NC2CCCCC2)cc1)NCc1ccc(Cl)cc1	13%	-8%	4%	1.7%	12%
CCOC(=O)C1=C(C)N(CC(C)C)C(=O)/C1=C\c1cccs1	8%	12%	11%	2.7%	8%
Cc1ccc(CN(Cc2ccccc2)C(=S)Nc2ccccc2C)o1	7%	-1%	2%	i	28%
COCC(C)n1c(C)cc(C(=O)CSc2cc(C)c3ccccc3n2)c1C (configuration not stated)	-5%	10%	-1%	5.2%	38%
COCc1c(C(=O)N/N=C/c2ccc(C)o2)nnn1-c1nonc1N	18%	-10%	-3%	0.5%	-4%
O=C(N/N=C/c1cccc(Br)c1)C1CC(=O)N(c2ccccc2)C1 (configuration not stated)	6%	-17%	6%	0.8%	2%
OCC1CCCN(Cc2ccc(-c3ccccc3)cc2)C1 (configuration not stated)	-2%	22%	-3%	i	4%
COc1cc(S(=O)(=O)NC2CCCC2)ccc1-n1cnnn1	4%	4%	-2%	i	-2%
Cc1ccc(S(=O)(=O)/N=C/N(C)C)cc1	-8%	-6%	-1%	0.6%	0%
O=C(c1c(Cl)cccc1Cl)N1CCN(c2ccccn2)CC1	-9%	-1%	-17%	1.1%	-9%
CC1=CC(C)(C)NC(=S)N1c1ccc(C)cc1C	5%	8%	-2%	0.6%	21%
COc1ccc(/C=N\NC(=O)COc2ccccc2Cl)cc1Cn1nc(C)cc1C	0%	5%	-4%	0.5%	-6%
O=C(NCC1CCN(Cc2cccc(Cl)c2)CC1)Nc1ccccc1Cl	7%	-6%	9%	i	15%
O=C(C[C@H]1C/C=C\CC[C@H](Cc2ccc(F)cc2)C(=O)OC[C@H]2CCCN2C1=O)NCCO	.	-3%	2%	i	-2%
Cc1cc2ccc(C)c(C)c2nc1SCC#N	-7%	-13%	.	i	-3%
CC(=O)N[C@H]1[C@H]([C@H](O)[C@H](O)CO)O[C@](O)(C(=O)O)C[C@@H]1O	.	0%	.	0.3%	.
CCCCc1nnc(NC(=O)CSc2nc(N)cc(=O)[nH]2)s1	-2%	-5%	2%	0.9%	-18%
CCOC(=O)C1(Cc2ccccc2)CCN(Cc2cccc3c2OCO3)CC1	7%	6%	-2%	1.3%	18%
COc1ccc(-c2[nH]ncc2CNCCc2ncccc2C)cc1F	-5%	-6%	-6%	1.3%	-3%
CN(c1ccccc1)S(=O)(=O)c1ccc(Cl)c(C(=O)Nc2ccc(N3CCOCC3)cc2)c1	4%	12%	-4%	i	32%
O=C(c1ccco1)N1CCN(Cc2cc(=O)c(OCc3ccccc3)co2)CC1	-5%	2%	-4%	i	0%
O=C(Cc1csc(NC(=O)Nc2cccc(Cl)c2)n1)NC1CCCC1	1%	1%	2%	1.3%	32%
COc1cc(NC(=O)COC(=O)CNC(=O)c2ccc(C)cc2)c(C)cc1[N+](=O)[O-]	-9%	-10%	7%	0.3%	-8%
Cc1ccc(S(=O)(=O)N[C@@H](C)C(=O)N2CCC(C(=O)N[C@@H](Cc3ccccc3)C(=O)O)CC2)cc1	6%	1%	10%	1.7%	6%
SMILES	Salmonella PhoP GFP	influenza NS1A	H37Rv inhibition	VEEV TC-83 Vero	tuberculosis growth	others
CCC(NC(=O)OC(C)(C)C)C(=O)Oc1ccc2c3c(c(=O)oc2c1)CCC3 (configuration not stated)	-6%	-6%	-7%	0.2%	67%
CCc1cc2c(CN(C)Cc3ccccc3F)cc(=O)oc2cc1O	-5%	-3%	-4%	6.4%	23%
Cc1ccc(NC(=O)/C=C/c2cccc(C(F)(F)F)c2)cc1	-1%	-5%	-3%	0.1%	-7%
CC(=O)c1ccc(OCc2cc(=O)n3ccsc3n2)cc1	5%	4%	5%	0.5%	-11%
Cc1ccc(S(=O)(=O)N2CCN(CC(=O)Nc3ccc4c(c3)CCC4)CC2)cc1C	-4%	1%	-6%	0.2%	4%
CCOC(=O)c1c(N)n(Cc2ccco2)c2nc3ccccc3nc12	-1%	0%	-3%	0.4%	3%
Cc1occc1-c1nnc(SCC(=O)N2CCOCC2)n1CCc1ccccc1	-7%	1%	-3%	0.6%	4%
CC(C)c1ccc(NC(=O)CNC(=O)Cn2cnc3ccccc3c2=O)cc1	-5%	-5%	0%	0.6%	0%
CCOC(=O)C1=C(C)Nc2ccccc2N/C1=N\S(=O)(=O)c1cccc(Cl)c1	.	-8%	-9%	7.3%	18%
O=C(NCCc1ccccc1)/C(=N\O)c1ccccc1	11%	-3%	-3%	1.4%	-7%
O=C(NCCc1c[nH]c2ccccc12)c1ccc(F)cc1F	8%	-7%	-6%	0.4%	5%
CC(=O)Nc1ccccc1Sc1ccccc1	0%	-1%	-1%	i	.
C=CCOC(=O)c1cn(CC)c2nc(C)ccc2c1=O	10%	-2%	-10%	i	.
O=C(Cc1ccccc1)N1CCC(O)(c2cccnc2)CC1	-2%	0%	-9%	1.5%	-7%
O=c1c2cc(N3CCOCC3)ccc2[nH]c(=S)n1Cc1ccc(Cl)cc1	0%	-4%	2%	3.3%	-14%
COc1cccc(CN2CCNC(=O)C2CC(=O)N(C)C2CCOCC2)c1OC (configuration not stated)	4%	-6%	-8%	1.8%	1%
CC(=O)c1sc(NS(=O)(=O)c2ccc(C)cc2)nc1-c1ccccc1	-30%	0%	4%	1.5%	10%
COc1ccccc1C(=O)Nc1cccc(C(=O)N2CCOCC2)c1	-1%	-3%	-2%	1.1%	-10%
CC(=O)c1ccc(NC(=O)c2cnn3ccccc23)cc1	3%	0%	-8%	9.6%	2%
O=C(CN1C(=O)NC2(CCCCC2)C1=O)N1CCN(S(=O)(=O)c2ccc(F)c(F)c2F)CC1	.	-15%	.	0.5%	.
COc1cc(S(=O)(=O)N(Cc2ccccc2)CC2CCCO2)ccc1-n1cnnn1 (configuration not stated)	7%	-4%	0%	5.3%	1%
CC(=O)c1cccc(NC(=S)NC2CC2)c1	0%	-9%	-5%	0.3%	27%
N=c1c2c(ncn1Cc1ccco1)Oc1ccc3ccccc3c1C2c1ccccc1 (configuration not stated)	17%	12%	?	3.0%	75%
COc1ccccc1NC(=O)c1ccc(NC(=O)CSc2ncn[nH]2)cc1	-7%	4%	31%	1.0%	32%
O=C(c1ccccc1[N+](=O)[O-])N1CCN(Cc2ccc3c(c2)OCO3)CC1	-3%	-7%	5%	i	-5%
SMILES	Salmonella PhoP GFP	influenza NS1A	H37Rv inhibition	VEEV TC-83 Vero	tuberculosis growth	others
COc1ccc(C(C)=O)cc1CS(=O)(=O)CC(=O)O	8%	10%	5%	1.1%	6%
CCOc1ccccc1CN1CCC(n2nccc2NC(=O)CCCc2ccccc2)CC1	-14%	0%	-2%	3.8%	62%
O=C(COc1ccc(Cl)cc1Cl)Nc1ccc2nc3n(c(=O)c2c1)CCCC3	-2%	8%	-2%	0.6%	4%
CC(C)(C)OC(=O)N1CCN(C(=O)[C@H](Cc2ccc(O)cc2)n2cc(CCO)nn2)CC1	12%	-20%	-8%	0.5%	0%
CCN(Cc1ccccc1)C(=O)CCS(=O)(=O)c1ccc2c(c1)CCN2C(C)=O	8%	6%	4%	1.6%	9%
CC(C)(C)c1cc[n+](-c2[nH]c(=O)sc2/C=N/NC([S-])=Nc2ccccc2)cc1	-42%	9%	4%	i	0%
CC(Sc1nnc(-c2ccc(Cl)cc2)n1N)C(=O)NCC1CCCO1 (configuration not stated)	0%	-10%	2%	3.5%	1%
COc1ccc(CN2CC(C(=O)NCCN3CCN(c4ccccc4F)CC3)CC2=O)cc1 (configuration not stated)	-14%	-4%	5%	0.6%	5%
OCCNCCOc1ccc(Cl)c(Cl)c1	-26%	-6%	-3%	i	0%
Cc1ccc(NC(=O)NCCN2CCCCC2)cc1	-2%	3%	17%	i	6%
CCN(CC)c1ccc(/C=N/NC(=O)c2c(Cl)cnn2C)c(O)c1	-1%	20%	-19%	11%	58%
Cn1cnnc1SCC(C)(C)NS(=O)(=O)c1ccc(Cl)cc1	-1%	5%	10%	1.1%	-7%
Cn1c(=O)[nH]c(=O)c2c1nc(NN)n2CCOc1ccccc1	7%	14%	-3%	2.2%	-12%
CCC(C(=O)NC1CCCC1)N(C(=O)Cn1nnc(-c2ccc(C)o2)n1)c1cnc2ccccc2c1 (configuration not stated)	4%	-4%	-3%	1.4%	-7%
Cc1ccc(NCc2nc3ccccc3n2C)cc1	-3%	4%	6%	1.5%	60%
Cc1cccc(NC(=O)c2cc(NC(=O)C3CCCCC3C(=O)O)ccc2N2CCOCC2)c1 (configuration not stated)	-7%	17%	-4%	4.4%	-8%
CCOc1cc(C(=O)Nc2ccncc2)cc(OCC)c1OCC	-9%	-7%	-1%	1.8%	-7%	VEEV TC-83 Vero 10K pilot screen=0.5
COc1ccccc1-c1nnc(N(C)C(=O)C2CCCO2)s1 (configuration not stated)	0%	2%	-4%	6.7%	-17%
COCCCC1CCN(C(=O)c2cc(COc3cc(C)ccc3C)on2)CC1	-3%	-2%	16%	0.8%	22%
Cc1nc(SCC(=O)Nc2ccccc2Cl)c2c(C)c(C)sc2n1	.	6%	0%	23%	1%
CCCOC(=O)C1=C(C)NC2=C(C(=O)CCC2)C1c1cc(OC)ccc1OC (configuration not stated)	1%	-15%	3%	i	19%
CCOC(=O)C1CCN(C(=O)c2ccc3c(c2)OCCO3)CC1	.	-5%	6%	1.4%	11%
Clc1ccc2nc(SCc3nnc(-c4ccccc4)o3)[nH]c2c1	-17%	4%	55%	1.4%	58%
CCOc1cc(NC(=S)NCC2CCCO2)c(OCC)cc1NC(=O)c1ccc(OC)cc1 (configuration not stated)	-2%	2%	-6%	0.3%	?
O=C(CSc1nn(-c2ccc(F)cc2)c(=S)s1)NC1CCS(=O)(=O)C1 (configuration not stated)	1%	7%	1%	3.9%	24%
SMILES	Salmonella PhoP GFP	influenza NS1A	H37Rv inhibition	VEEV TC-83 Vero	tuberculosis growth	others
CSCCC(NC(=O)c1ccccc1)C(=O)NCc1ccco1 (configuration not stated)	-2%	-2%	0%	1.6%	-3%
CCn1c(CCc2ccccc2)nnc1SCC(N)=O	4%	-5%	3%	i	9%
CC(C)C(NC(=O)c1ccccc1F)C(=O)NCc1ccc(S(=O)(=O)N2CCOCC2)cc1 (configuration not stated)	.	0%	.	2.7%	.
CCCn1nc(C(=O)Nc2nc(-c3ccccn3)cs2)c2ccccc2c1=O	.	3%	?	11%	?
CCOC(=O)C1=C(C)N(C)C(=O)NC1c1c(O)ccc2ccccc12 (configuration not stated)	-4%	-7%	-3%	1.2%	-10%
CN(C(=O)CS(=O)(=O)c1cn(CC(=O)N2CCCCC2)c2ccccc12)c1ccccc1	-5%	-8%	-2%	1.3%	15%
Cc1ccc(N2CC(C(=O)N/N=C/c3c(F)cccc3Cl)CC2=O)cc1 (configuration not stated)	-6%	-6%	0%	7.3%	-18%
Nc1ccc(C(=O)NCCCCCCNC(=O)c2ccc(N)cc2)cc1	-6%	0%	11%	0.1%	-3%
CCOC(=O)c1cc(-c2ccccc2)n(CC2CC(c3ccc(OC)cc3)=NO2)n1 (configuration not stated)	12%	4%	-1%	9.6%	.
CCOc1ccc(S(=O)(=O)NCCC2=CCCCC2)c2ccccc12	0%	6%	7%	i	3%
Cc1ccc(CSC(Nc2ccc(F)cc2)=C(C#N)C#N)cc1	-9%	1%	-8%	5.7%	73%
CC(C)C1CC(C(=O)Nc2ccccc2)C(=O)O1 (configuration not stated)	11%	-22%	-5%	0.9%	23%
CCc1c(C(=O)O)[nH]c2ccc(Br)cc12	6%	2%	-3%	1.3%	16%

Quoted at random: 2 entries already listed
SMILES	Salmonella PhoP GFP	influenza NS1A	H37Rv inhibition	VEEV TC-83 Vero	tuberculosis growth	others
CCc1c(C(=O)O)[nH]c2ccc(Br)cc12	6%	2%	-3%	1.3%	16%
Nc1ccc(C(=O)NCCCCCCNC(=O)c2ccc(N)cc2)cc1	-6%	0%	11%	0.1%	-3%
